HSF1 activator = increases HSF-1 driven luciferase reporter signal; activation, % at 9 µM; NIH3T3-HGL HSF-1 luciferase reporter, MG132, 8 h; 100% = twice DMSO control signal; actives 1.7% (n = 300,000); AID 504408;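 active = mean replicate activation of at least 50% with a set share of replicates each reaching 50%; inconclusive = only one of those two conditions met; inactive = mean below 50% and too few replicates reaching it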;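 note: 0% = median of the neutral control wells and 100% = twice that signal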
KLF5 inhibitor = inhibitors of KLF5 expression | DLD-1 KLF5 promoter-luciferase reporter, luminescence | inhibition, % at 5 µM | actives 0.23% (n = 290,000);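 active = inhibition above a per-plate limit of that plate's mean compound inhibition plus 3 SD, cut at about 60% in these data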;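 note: 0% = DMSO wells and 100% = LY294002 at 200 µM; higher means less KLF5 promoter-driven luciferase light; inactives centre near -14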
HIF activator = HIF pathway transcriptional activation; U2OS HRE-luciferase reporter, luminescence; normalized: DMSO 0%, desferrioxamine 100%; activation, % at 7.5 µM (by protocol); actives 0.32% (n = 300,000);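 active = mean activation of at least 10% of the iron chelator positive control signal, with at least half of replicates also reaching 10%; inconclusive = mean and replicate majority disagree about reaching 10%; inactive = mean and most replicates under 10%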
AI-2 QS mod = modulators of Vibrio harveyi AI-2 quorum sensing system. Vibrio harveyi JMH597 AI-2 luminescence/OD600 ratio, 9 h; stronger effect = lower value; strain lacks LuxN and CqsS sensors; 0 = neutral-control median. activity change, % at 7.5 µM. actives 0.4% (n = 300,000); in the data active = activity change below about -75%, passing the limit was not always enough; inconclusive = no clear call, values can overlap the other calls;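 note: luminescence divided by OD600 gain over 9 h not by final OD600 alone; inactives centre near 13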
HDAC3 inhib = blocks human histone deacetylase 3; O15379; recombinant HDAC3, fluorogenic peptide/trypsin coupled, fluorescence; inhibition, % at 8.3 µM; actives 0.15% (n = 320,000); AID 2718; in the data active = inhibition above about 26%, passing the limit was not always enough; inconclusive = no clear call, values can overlap the other calls
Target sequence (O15379 whole entry, looked up): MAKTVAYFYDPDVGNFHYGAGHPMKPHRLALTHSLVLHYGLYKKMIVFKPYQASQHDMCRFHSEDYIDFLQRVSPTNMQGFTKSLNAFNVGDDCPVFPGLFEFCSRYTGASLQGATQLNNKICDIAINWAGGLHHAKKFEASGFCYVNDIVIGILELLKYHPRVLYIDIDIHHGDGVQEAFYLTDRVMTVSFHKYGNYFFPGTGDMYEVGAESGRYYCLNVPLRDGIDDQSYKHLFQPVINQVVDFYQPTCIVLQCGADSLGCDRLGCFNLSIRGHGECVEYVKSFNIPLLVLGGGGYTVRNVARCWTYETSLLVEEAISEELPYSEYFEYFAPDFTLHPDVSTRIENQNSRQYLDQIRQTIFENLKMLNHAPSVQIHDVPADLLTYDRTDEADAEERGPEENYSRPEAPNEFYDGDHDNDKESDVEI
aSyn UTR inh = MLPCN primary screen, SNCA 5' untranslated region; alpha-synuclein 5'UTR reporter, inhibitor activity; inhibition, % (tested at 7.5 µM); actives 0.82% (n = 300,000); AID 1813; in the data active = inhibition above about 60%; inconclusive = no clear call, values can overlap the other calls;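 note: H4 neuroglioblastoma cells stably carrying SNCA 5'UTR luciferase fusion; 0% = DMSO wells and 100% = positive control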
HSF1 inhib = HSF1 inhibition; NIH3T3-HGL HSE-luciferase, MG132-induced, luminescence 8 h; stronger effect = lower value; activity change, negative = inhibition, % at 7.5 µM (by protocol); actives 0.77% (n = 300,000); AID 2098;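 active = more than half of replicate wells show activity change below -50%, luminescence cut by over half; inconclusive = some wells, but at most half, below -50%; inactive = no replicate well below -50%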;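 note: luciferase reports HSF-1 transcriptional activity via heat shock element; 0% = median of DMSO wells and -100% = zero luminescence signal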
IEC-6 tox = IEC-6 cytotoxicity, counter-screen for KLF5 inhibitors; luminescence viability; AID 1825; inhibition, % at 5 µM; actives 0.78% (n = 290,000); in the data active = inhibition above about 22%;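 note: 0% = plate median of test compound wells and 100% = cytotoxic reference compound wells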
HSP90 inh = blocks HSP90-mediated luciferase refolding in reticulocyte lysate; AID 1789; actives 0.91% (n = 290,000); inhibition, % at 5.6 µM; Rabbit reticulocyte lysate, luciferase refolding luminescence, 3 h;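 active = inhibition above the screen-wide mean plus 3 SD, computed separately per campaign, cut at about 16% in these data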;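 note: 0% = DMSO wells and 100% = 60 µM geldanamycin wells; inhibitors lower the luminescence because luciferase stays unfolded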
Platelet DG rel = modulates dense granule release in human platelets | actives 0.22% (n = 300,000) | inhibition, %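 (compounds screened at 7.5 µM in platelet-rich plasma)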 | human platelet-rich plasma, SFLLRN dense granule ATP release, luminescence;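 active = mean replicate score, as percent of positive control, at or above 50; inconclusive = mean below 50 but at least one replicate at or above 50; inactive = mean and every replicate below 50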
* hit, by the source's call; ? = inconclusive; · = no result given. Not a hit list; 5% or so of the library scored in one or more.

Start of the data: the first 2 entries, ahead of the listing:
entry	SMILES	HSF1 activator	KLF5 inhibitor	HIF activator	AI-2 QS mod	HDAC3 inhib
1	C=CCn1c(SCC(C)=O)nnc1-c1ccc2ncccc2c1	-4	3	-0.2	-1	4
2	CC(C)NC(=O)CC(=O)N/N=C\c1ccccc1C(=O)O	-54	-6	0.0	5	0

entry	aSyn UTR inh	HSF1 inhib	IEC-6 tox	HSP90 inh	Platelet DG rel
1	-1	-7	4	1	4
2	8	-41	-5	-4	-1

Main list, from the first entry:
entry	SMILES	HSF1 activator	KLF5 inhibitor	HIF activator	AI-2 QS mod	HDAC3 inhib
1	C=CCn1c(SCC(C)=O)nnc1-c1ccc2ncccc2c1	-4	3	-0.2	-1	4
2	CC(C)NC(=O)CC(=O)N/N=C\c1ccccc1C(=O)O	-54	-6	0.0	5	0
3	Nn1c(C2COc3ccccc3O2)n[nH]c1=S (stereo unspecified)	43	-38	0.2	35	16
4	CC(C)OP(=O)(c1ccc(N(C)C)cc1)C(O)c1ccc(Br)cc1 (stereo unspecified)	-4	-48	0.4	29	0
5	O=C(CC(c1ccccc1)c1cc(Br)ccc1O)N1CCCC1 (stereo unspecified)	1	-20	-1.6	24	8
6	COc1cc2[nH]c(=O)n(Cc3ccc(C(=O)NC4CCCC4)cc3)c(=O)c2cc1OC	1	-12	-0.1	26	5
7	Cc1ccc(/C=N/NC(=O)CSc2nc3ccccc3c(=O)n2-c2ccccc2C)s1	4	-5	-0.6	9	-2
8	CCOC(=O)C1=C(N)Oc2cc(O)ccc2C1c1cccc([N+](=O)[O-])c1 (stereo unspecified)	5	-16	-0.1	6	2
9	CCCN1CCC(=O)N(CCSc2ccc(C)cc2)CC1	-7	·	2.3	-5	·
10	CCN(CC)S(=O)(=O)c1ccc(N2CCCC2)c(NC(=O)C2CSC3(C)CCC(=O)N23)c1 (stereo unspecified)	-17	·	-0.5	16	-1

entry	aSyn UTR inh	HSF1 inhib	IEC-6 tox	HSP90 inh	Platelet DG rel
1	-1	-7	4	1	4
2	8	-41	-5	-4	-1
3	-5	24	-5	-1	-1
4	12	-4	-13	-2	7
5	-2	1	8	6	-3
6	10	-5	-3	2	4
7	33	6	-6	-1	1
8	-30	0	-8	2	2
9	-79	-1	·	·	1
10	-7	-7	·	·	-5

Just HSF1 activator, HDAC3 inhib and IEC-6 tox (two entries from above):
| No. | canonical_smiles | HSF1 activator | HDAC3 inhib | IEC-6 tox |
| --- | --- | --- | --- | --- |
| 4 | CC(C)OP(=O)(c1ccc(N(C)C)cc1)C(O)c1ccc(Br)cc1 (stereo unspecified) | -4 | 0 | -13 |
| 5 | O=C(CC(c1ccccc1)c1cc(Br)ccc1O)N1CCCC1 (stereo unspecified) | 1 | 8 | 8 |

The list goes on:
entry	SMILES	HSF1 activator	KLF5 inhibitor	HIF activator	AI-2 QS mod	HDAC3 inhib
11	CCc1nc(SCC(=O)Nc2c(C)nn(C)c2C)c2cnn(-c3ccccc3)c2n1	2	12	-23	17	·
12	CC1CCCC(C)N1C(=O)c1cc(-c2cccs2)on1 (stereo unspecified)	11	-56	2.4	-4	0
13	COc1ccc(-c2cc3ccccc3n2CC(O)CN2CCOCC2)cc1 (stereo unspecified)	9	-24	0.3	-6	-25
14	CCn1cc(S(=O)(=O)CC(=O)Nc2ccc3c(c2)OCO3)c2ccccc21	-17	·	-0.2	11	5
15	COCCOC1CCN(C(=O)c2ccc(OC)c(OC3CCN(C(C)C)CC3)c2)CC1	7	-19	0.4	14	11
16	COc1ccccc1CCNS(=O)(=O)c1cc2c3c(c1)CCN3C(=O)CC2	-6	·	-0.3	-5	-9
17	CCOc1ccc(NC(=O)CN2C(=O)COc3ccc(S(=O)(=O)N4CCCCC4)cc32)cc1	3	4	-0.4	24	2
18	CCOc1ccc(NC(=O)C(=S)NC2CCCCC2)cc1	22	-3	5.6	-6	-11
19	O=C1NCC(c2ccccc2)C1C(=O)N/N=C\c1ccc(-c2ccc(Cl)c(Cl)c2)o1 (stereo unspecified)	26	-11	0.1	14	18
20	COc1cccc(C(=O)CN2C3=NCCCN3c3ccccc32)c1	-10	-1	0.2	17	?

entry	aSyn UTR inh	HSF1 inhib	IEC-6 tox	HSP90 inh	Platelet DG rel
11	-26	-6	-4	0	-1
12	-137	3	8	6	-8
13	12	4	-6	-2	1
14	-7	-1	·	·	-7
15	-2	-2	4	-5	-1
16	7	8	·	·	2
17	6	-1	-1	0	5
18	-192	25	3	2	2
19	13	13	-6	-8	0
20	1	3	4	-1	·

Next compounds:
entry	SMILES	HSF1 activator	KLF5 inhibitor	HIF activator	AI-2 QS mod	HDAC3 inhib
21	C=CCN(c1ccc(OC)cc1)S(=O)(=O)c1ccc(Cl)c(C(=O)OCC(=O)NC2CC2)c1	20	9	-0.4	17	1
22	CCN(CC)CCNC(=O)c1ccc(NC(=O)c2c(C)nn(-c3ccc(F)cc3)c2Cl)cc1	-15	-16	2.0	4	-1
23	O=C(c1cc(-c2ccc(Cl)s2)nc2ccccc12)N1CCOCC1	0	·	0.2	8	-51
24	CCOC(=O)c1ccc(NS(=O)(=O)c2cc(C)ccc2OC)cc1	-8	-27	-0.8	31	-1
25	CSc1nc2c(C)c(C)c(C)c(C)c2[nH]1	-10	-9	0.0	13	2
26	CCC(C)(C)n1nnnc1C(c1ccc(O)c(OC)c1)N1CCN(c2nc3ccccc3s2)CC1 (stereo unspecified)	·	-19	·	24	5
27	CC(=O)Nc1ccc(S(=O)(=O)N(Cc2ccccc2)c2ccccc2)cc1	-12	19	-0.3	-3	-5
28	O=C(Nc1ccc([N+](=O)[O-])cc1)Nc1ccon1	-14	58	0.4	28	0
29	Cc1ccc[n+](C(C)C(=O)c2ccc(Cl)cc2)c1 (stereo unspecified)	13	-14	-0.5	30	3
30	COCCN1Cc2cccc(C(=O)NC3CCCCCC3)c2C1=O	-18	-3	-0.7	3	2

entry	aSyn UTR inh	HSF1 inhib	IEC-6 tox	HSP90 inh	Platelet DG rel
21	0	-4	-1	0	0
22	-18	-11	9	1	2
23	12	-1	·	·	-23
24	5	-4	2	1	-1
25	19	-13	10	4	2
26	·	·	-5	5	·
27	-7	-3	0	7	0
28	74*	-15	82*	-1	2
29	-1	4	-12	-3	3
30	21	-10	3	0	-2

In a second layout: results already given.
(29) Cc1ccc[n+](C(C)C(=O)c2ccc(Cl)cc2)c1 (stereo unspecified)
(30) COCCN1Cc2cccc(C(=O)NC3CCCCCC3)c2C1=O

Screen / compound no. | 29 | 30
HSF1 activator | 13 | -18
KLF5 inhibitor | -14 | -3
HIF activator | -0.5 | -0.7
AI-2 QS mod | 30 | 3
HDAC3 inhib | 3 | 2
aSyn UTR inh | -1 | 21
HSF1 inhib | 4 | -10
IEC-6 tox | -12 | 3
HSP90 inh | -3 | 0
Platelet DG rel | 3 | -2

Next compounds follow.
entry	SMILES	HSF1 activator	KLF5 inhibitor	HIF activator	AI-2 QS mod	HDAC3 inhib
31	CCOCC(=O)Nc1ccc(C(=O)Nc2ccccc2Cl)cc1	25	-47	0.8	21	5
32	Cc1ccc(N(C)S(=O)(=O)c2ccc(-c3ccc(=O)[nH]n3)s2)cc1C	-1	-20	0.1	6	3
33	CCN1CCN(c2cc(C)c3cc(NC(=S)N4CCN(c5ccccc5)CC4)ccc3n2)CC1	0	-28	1.8	24	-6
34	[O-]/[N+](=C\c1cccc(Br)c1)c1ccccc1	-34	0	0.8	3	2
35	COc1cccc(N2CCN(CC(=O)Nc3nc4c(s3)CC(C)CC4)CC2)c1 (stereo unspecified)	11	18	0.2	34	14
36	COCC(C)NC(=O)c1cc(-c2ccc(OC)c(OC)c2)on1 (stereo unspecified)	11	-48	-0.1	29	-2
37	O=C(CCc1n[nH]c(=O)[nH]c1=O)N/N=C/c1ccc(Br)o1	-5	1	0.1	19	3
38	CC(Nc1ccc(F)cc1)=[N+](C)CCNS(=O)(=O)c1ccc(Cl)cc1	-3	-13	-0.4	16	-3
39	COC(=O)c1cccc([N+](=O)[O-])c1CN1CCCC(C(N)=O)C1 (stereo unspecified)	-45	-19	-0.8	11	-14
40	COc1cccc(C(=O)Nc2ccc(NC(=O)c3cc4ccccc4o3)c(OC)c2)c1	35	-59	-0.5	33	-10

entry	aSyn UTR inh	HSF1 inhib	IEC-6 tox	HSP90 inh	Platelet DG rel
31	-47	8	0	-2	18
32	19	-2	-2	-2	3
33	20	-3	0	0	4
34	-31	-9	0	5	7
35	-5	3	-2	7	3
36	-4	-2	-4	-3	-1
37	-3	-2	5	3	8
38	-7	-6	3	-2	-4
39	12	-31	8	-3	?
40	4	-5	0	0	-7

Further results follow:
entry	SMILES	HSF1 activator	KLF5 inhibitor	HIF activator	AI-2 QS mod	HDAC3 inhib
41	O=C1C=C(NC2CCCC2)CC(c2ccccc2)C1 (stereo unspecified)	34	-4	-1.0	19	2
42	O=C(NC1CCCCC1)Nn1c(-c2ccccc2)nc2ccccc2c1=O	-13	-29	-0.1	9	·
43	CCN(CC)c1ccc(CNc2nc3ccccc3n2C(C)C)cc1	-10	-7	-0.4	15	2
44	CC(NCC(O)COc1ccc(S(=O)(=O)N2CCOCC2)cc1)c1ccccc1 (stereo unspecified)	2	-3	-0.5	24	-5
45	O=C1N[C@@H](Cc2ccccc2)C(=O)N2CCC[C@@H]12	-3	-44	-1.5	11	2
46	O=C(CSc1ncccn1)NCc1ccc2c(c1)OCO2	-14	-18	0.2	-1	5
47	COCCCN(Cc1ccco1)C(=O)CSc1nc2ncccc2[nH]1	-64	-23	-0.1	31	?
48	Cc1ccc(C(=O)NNC(=O)Cn2nnc3ccccc32)cc1	6	-32	0.6	10	·
49	CCOc1ccc(C(c2c(O)nc(SC)n(C)c2=O)c2c(O)nc(SC)n(C)c2=O)cc1	10	2	0.1	13	1
50	O=C(c1ccccc1)c1nc[nH]c1C(=O)Nc1ccccc1	-18	16	0.2	6	-5

entry	aSyn UTR inh	HSF1 inhib	IEC-6 tox	HSP90 inh	Platelet DG rel
41	3	7	-10	-3	-4
42	-24	-9	-5	3	-56
43	3	-1	4	-4	10
44	-2	-4	2	-6	-4
45	0	-1	5	2	3
46	-57	5	4	1	5
47	2	-55*	5	5	2
48	-26	0	-1	5	2
49	-15	-2	4	-3	1
50	-91	-6	-10	-2	-35

New compounds follow:
entry	SMILES	HSF1 activator	KLF5 inhibitor	HIF activator	AI-2 QS mod	HDAC3 inhib
51	CC(=O)N1c2ccc3ccccc3c2C(C)CC12CCCCC2 (stereo unspecified)	24	-8	0.1	5	1
52	COc1ccc(/C=C/C(=O)N2CCCC2)cc1OC	8	-37	-0.3	13	3
53	CC(=O)Nc1ccc(-c2cc(C(=O)O)c3ccccc3n2)cc1	2	-5	-0.2	8	-19
54	CCn1c(COc2ccccc2)nnc1SCC(=O)NCc1ccco1	-13	-2	-0.5	48	2
55	O=C(Oc1cccc(/C=N/Nc2nc(Nc3ccccc3)nc(N3CCOCC3)n2)c1)c1ccco1	-16	-43	1.5	17	10
56	CSc1ccc(C2C(C#N)=C(N)Oc3cc4c(cc32)OCO4)cc1 (stereo unspecified)	23	-5	-0.3	6	7

entry	aSyn UTR inh	HSF1 inhib	IEC-6 tox	HSP90 inh	Platelet DG rel
51	9	2	0	2	0
52	-5	-4	-5	0	1
53	8	-14	3	-2	0
54	-11	5	-4	-5	2
55	-22	-8	14	-4	5
56	15	-1	-4	-4	-1

Source: PubChem (several laboratories)
